Compound activity deposited in PubChem BioAssay by several laboratories.
PfHsp90 yeast 2 = growth inhibition of PfHsp90-expressing yeast, primary screen, antimalarial PfHsp90 inhibitor project, S. cerevisiae, BacTiter-Glo luminescence, single point, set 2. BacTiter-Glo ATP, 48 h; yeast lacking PDR1 and PDR3 efflux regulators. inhibition, % at 9.4 µM. actives 0.32% (n = 310,000). AID 504621, 2011;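 active means every replicate shows inhibition above about 80%, whatever the replicate mean, limit read from the data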;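 further: 0% = DMSO neutral controls and 100% = 20 µM radicicol positive controls; yeast relying on Plasmodium falciparum Hsp90 in place of its own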
CDK5 inh = inhibitors of human CDK5/p35 kinase, primary screen, biochemical, single concentration. Cyclin-dependent kinase 5 (Homo sapiens) + Cyclin-dependent kinase 5 activator 1 (Homo …. Recombinant CDK5/p35, ADP-Glo luminescence, 60 min. inhibition, % at 10 µM. actives 0.01% (n = 330,000). AID 488839, 2010;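 active means highest replicate inhibition of at least 50% and at least 75% of replicates reaching 50%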;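 further: plate controls were DMSO neutral control for no effect and GW8510 at 10 µM for full effect; many of its hits are not listed in these tables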
LANA DNA inh = inhibitors of KSHV C-LANA binding to DNA, primary screen, biochemical, fluorescence polarization, FAM-LBS DNA, MBP-C-LANA, single point; Kaposi's sarcoma herpesvirus LANA C-terminal domain (residues 932-1162) DNA binding; inhibition, % at 9 µM; AID 504423, 2011; actives 0.078% (n = 340,000);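 active means highest replicate inhibition at or above 60% at 9 µM, even if other replicates fall short; inactive means all replicates below 60% inhibition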;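 further: 0% = neutral control wells and 100% = 4 µM acridine orange control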
Cardiac RTF inh = cardiac RTF calcium sensitivity inhibitors, primary screen, biochemical, IANBD-TnC fluorescence, EC70 calcium; Troponin I, cardiac muscle (Homo sapiens) + Troponin T, cardiac muscle (Homo sapiens) + …; IANBD-labeled cardiac RTF, Ca2+ fluorescence; inhibition, % at 7.15 µM; actives 0.12% (n = 340,000); AID 493244, 2011;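 active means inhibition above the mean inhibition of all tested compounds plus 3 SD, cut at about 17% in these data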;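 further: assay run at fixed EC70 calcium of 1.6 mM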
NSD2 HMT inh = NSD2 histone methyltransferase inhibitors, primary screen, biochemical, AlphaScreen, single concentration, set 2. inhibition, % at 12.5 µM. actives 0.54% (n = 310,000). NSD2 peptide methylation, 120 min. AID 743445, 2014. Histone-lysine N-methyltransferase NSD2 (Homo sapiens), O96028; in the data active means inhibition above about 50%
SUMO Mot1 rescue = yeast Mot1-301 growth rescue at high temperature, primary screen, SUMOylation pathway inhibitor project, S. cerevisiae, ATP luminescence, 38.5C. growth rescue, % at 18.8 µM. S. cerevisiae Mot1-301 growth rescue; percent above DMSO median, 100 means doubled. actives 1% (n = 320,000);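 active means every valid replicate shows activation above 250% relative to neutral control wells; inactive means the rest, any valid replicate at or below 250%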;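 further: OY570 slx delta 5 strain wells were the positive control but not used for scaling; some compounds called inactive have numbers as strong as hits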
dFosB activator = activators of delta FosB homodimer, primary screen, biochemical, fluorescence polarization, TAMRA-CDK5 oligo, single point. Protein FosB (Mus musculus), P13346. purified delta FosB; percent of positive-control signal above neutral wells. activation, % at 25 µM. actives 0.99% (n = 340,000). AID 493131, 2011;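 active means mean activation above about 17%, with every replicate also reaching it, limit read from the data, passing the limit was not always enough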;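 further: fluorescence polarization rise as delta FosB binds a TAMRA Cdk5 AP-1 oligo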
Target sequence (P13346 whole entry, looked up): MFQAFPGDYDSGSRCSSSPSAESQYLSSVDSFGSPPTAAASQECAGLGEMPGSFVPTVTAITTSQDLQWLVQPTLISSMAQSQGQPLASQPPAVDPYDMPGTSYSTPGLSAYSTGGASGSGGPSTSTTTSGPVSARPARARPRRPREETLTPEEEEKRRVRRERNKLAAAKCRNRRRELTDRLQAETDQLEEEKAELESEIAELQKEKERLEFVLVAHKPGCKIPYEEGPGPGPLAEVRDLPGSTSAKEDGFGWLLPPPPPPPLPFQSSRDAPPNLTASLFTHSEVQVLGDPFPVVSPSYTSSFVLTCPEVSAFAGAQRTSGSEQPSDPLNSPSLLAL
PvdQ acylase = P. aeruginosa PvdQ acylase inhibitors, primary screen, biochemical, fluorescence, plate reader and imaging, single point; PvdQ acylase [Pseudomonas aeruginosa LESB58]; purified PvdQ acylase; inhibition, % at 10 µM; actives 0.063% (n = 340,000); AID 488965, 2010; in the data active means inhibition above about 30%, passing the limit was not always enough;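 further: 0% = vehicle neutral wells and 100% = reference inhibitor wells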
cardiac RTF act = cardiac RTF calcium sensitivity activators, primary screen, biochemical, IANBD-TnC fluorescence, EC20 calcium. activation, % at 7.2 µM. actives 0.24% (n = 340,000). AID 493008, 2010. IANBD-labeled TnC RTF fluorescence at EC20 calcium; 0% EC20 calcium, 100% full calcium. Troponin I, cardiac muscle (Homo sapiens) + Troponin T, cardiac muscle (Homo sapiens) + …;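 active means activation above the mean over all tested compounds plus 3 SD, cut at about 30% in these data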;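 further: rise in fluorescence read as greater calcium sensitivity of cardiac thin filaments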
Rtt109 HAT inh = inhibitors of C. albicans Rtt109/Vps75 HAT, primary screen, biochemical, ThioGlo CoA-SH fluorescence, plate reader; Histone acetyltransferase RTT109 (Candida albicans (strain SC5314 / ATCC MYA-2876)), …; purified Rtt109/Vps75, 4 h; inhibition, % at 34.9 µM; actives 0.16% (n = 330,000);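 active means inhibition of at least 50% in every replicate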
Target sequence (Q5AAJ8 whole entry, looked up): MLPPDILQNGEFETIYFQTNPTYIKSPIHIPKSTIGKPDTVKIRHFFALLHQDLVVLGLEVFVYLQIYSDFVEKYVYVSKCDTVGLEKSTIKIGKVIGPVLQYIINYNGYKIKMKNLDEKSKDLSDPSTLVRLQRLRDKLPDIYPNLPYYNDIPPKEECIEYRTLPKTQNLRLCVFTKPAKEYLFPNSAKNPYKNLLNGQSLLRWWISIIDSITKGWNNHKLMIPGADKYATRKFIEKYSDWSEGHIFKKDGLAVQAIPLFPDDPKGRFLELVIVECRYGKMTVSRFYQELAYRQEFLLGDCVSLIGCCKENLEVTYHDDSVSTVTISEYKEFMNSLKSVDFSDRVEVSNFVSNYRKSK
Keap1 Nrf2 FP = Keap1-Nrf2 protein-protein interaction inhibitors, primary screen, biochemical, fluorescence polarization, single point. Keap1 Kelch-Nrf2 peptide fluorescence polarization, 1536-well. inhibition, % at 9.4 µM. actives 0.15% (n = 340,000). AID 504523, 2011; in the data active means inhibition above about 12%;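 further: human Keap1 Kelch domain with fluorescein labeled Nrf2 9mer peptide probe; 0% = neutral control wells and 100% = peptide positive control; higher means more block of Keap1 binding to Nrf2 peptide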
Active calls of the source: *; i = inactive; / = not tested or not shown; & = joins results of further samples.

SMILES	PfHsp90 yeast 2	CDK5 inh	LANA DNA inh	Cardiac RTF inh	NSD2 HMT inh	SUMO Mot1 rescue	dFosB activator	PvdQ acylase	cardiac RTF act	Rtt109 HAT inh	Keap1 Nrf2 FP
COc1ccc(-c2nnc(NC(=O)C(C)C)o2)cc1	-14.0	-1.2	1.6	-1.4	/	42.4	1.4	-7.8	-3.6	-5.8	1.4
c1ccc(C2Nc3cccc4cccc(c34)N2)cc1	-7.4	1.9	-1.7	-1.4	6.1	-14.7	-1.5	-1.9	-0.9	-1.3	-6.6
O=S(=O)(c1ccc(C(F)(F)F)cc1)N1CCN(CCOc2ccccc2)CC1	/	-5.9	0.2	0.7	-3.0	/	-14.7	-7.3	5.7	-28.8	-5.6
Cc1c(C(=O)Nc2ccc(F)cc2)sc2ncn(CC(=O)N3CCCCC3)c(=O)c12	-20.3	0.4	0.0	-2.7	-1.5	-1.4	-16.9	-8.6	-5.4	-5.8	-1.3
O=C(CNC(=O)c1ccco1)OCc1ccc(C(=O)c2ccccc2)cc1	/	0.5	-1.9	-12.0	-1.9	-12.5	-14.5	-11.9	1.2	4.2	2.5
CC(=O)c1cccc(N(C(=O)c2ccco2)C(C(=O)NC2CCCC2)c2ccc(N3CCOCC3)cc2)c1 (centres undefined)	13.8	0.7	0.9	2.9	0.1	-13.4	4.4	-15.5	-3.3	-2.3	-0.8
CC1(C)CC(CC(=O)Nc2ccc([N+](=O)[O-])cc2)C(=O)O1 (centres undefined)	-3.2	2.7	-0.2	-3.4	0.6	-13.1	4.6	-11.3	-0.5	11.6	-4.6
Cc1cccc(C)c1NC(=O)CN(c1ccccn1)S(=O)(=O)c1ccc(F)cc1	9.4	-0.2	1.2	-2.3	-3.4	-2.9	1.4	-1.6	-8.6	/	-3.4
Cc1cc(C)nc(/N=C2\NC(=O)CC(C(=O)O)N2CCc2c[nH]c3ccccc23)n1 (centres undefined)	-2.5	-1.0	-0.4	-3.0	/	14.8	-8.2	-2.7	-2.1	-16.3	0.4
O=C(CCCn1c(=O)oc2ccccc21)N1CCc2ccccc2C1	-11.4	0.2	-0.6	2.9	-15.8	132.0	-0.6	-3.0	3.5	-8.6	0.3
CCOC(=O)c1ccc(N2C(=O)C(O)=C(C(C)=O)C2c2ccc(O)c(OC)c2)cc1 (centres undefined)	-2.1	-1.3	0.7	-12.3	1.2	/	-0.7	-10.3	-0.1	4.2	0.3
COc1ccc(C2(c3ccc(OC)cc3)NC(=O)N(CC(=O)Nc3ccc(C(=O)N(C)C)cc3)C2=O)cc1	1.2	0.4	-1.2	1.0	1.2	-13.2	-11.7	2.8	-0.3	42.5	-1.1
Cc1cc(Br)c2[nH]cc(CCNC(=O)c3ccco3)c2c1	0.5	-1.3	-0.5	-1.5	8.1	56.0	-3.8	-12.0	-0.6	1.4	-5.3
COc1ccc(F)cc1C(=O)C1CCCN(Cc2c(C)n(C)n(-c3ccccc3)c2=O)C1 (centres undefined)	5.6	-0.1	-0.6	-5.9	-0.6	3.3	0.3	-0.3	-3.8	6.7	0.6
COc1cccc(C(=O)c2cn(CC(=O)NCc3ccco3)c3nc(C)ccc3c2=O)c1	-18.7	-0.6	0.8	-8.7	-6.0	-9.5	-18.2	-7.7	0.4	-1.1	-0.6
COC(=O)c1ccc(NC(=O)CCn2cccc2)cc1	-7.0	-0.5	0.1	-7.6	-0.4	-6.1	-1.9	-4.6	-4.4	-0.5	-3.7
CN1C/C(=C/c2cccs2)C(=O)/C(=C\c2cccs2)C1	10.8	-0.5	0.3	-1.2	22.5	6.2	-8.0	-9.7	2.4	10.2	-4.2
Cc1ccc(S(=O)(=O)C2(C(=O)N3CCCC(C)C3)CC2)cc1 (centres undefined)	/	-0.8	-0.2	-1.3	0.4	-13.5	6.9	-6.9	-3.8	-1.0	-1.9
Cc1ncc(C[n+]2csc(CCO)c2C)c(N)n1	-5.9&-15.8	0.0&0.3	0.4&2.2	-10.9&10.1	/	-7.1&9.1	-2.5&4.6	-8.0&-6.7	0.1&-3.4	-6.7&-12.3	-4.6&2.1
COc1cccc(-c2cc(C(=O)N3CCN(c4ccc(F)cc4)CC3)no2)c1	-11.3	-1.3	-2.9	-0.9	-6.1	-16.8	-2.7	-1.7	-2.6	1.8	-3.1
O=C(N/N=C/c1cccc(O)c1)c1ccc(NC(=O)c2cccc([N+](=O)[O-])c2)cc1	-1.1	-0.7	0.2	-2.3	-0.9	-20.9	-6.4	9.6	4.0	/	-1.0
COc1ccc(OCc2cc(C(=O)N3CCSCC3)no2)c(Cl)c1	4.6	-0.1	-0.1	-2.4	-4.2	-8.5	-1.5	-9.2	0.8	-4.9	-5.8
CCOc1ccc(N(C(=O)c2snc(C(N)=O)c2N)C(CC)C(=O)NC2CCCC2)cc1 (centres undefined)	-32.6	0.1	-1.2	-9.5	0.4	-11.4	-5.7	-6.4	-7.1	-0.7	2.4
CC(C)[C@@H]1COC(c2cccc(C3=N[C@H](C(C)C)CO3)n2)=N1	-7.9	-1.5	2.1	-4.4	/	-19.6	-0.5	-13.7	-2.6	-4.2	-2.8
COc1ccccc1Cn1c(C)nnc1-c1cnn(C)c1N	-2.8	0.9	0.6	0.2	-0.5	13.1	-3.0	5.2	-4.5	-14.7	-4.1
CCCN1CCN(C(=O)C(C)n2nc(C)c3sc4ccccc4c3c2=O)CC1 (centres undefined)	-1.1	2.9	0.3	-9.3	11.6	2.6	-10.8	-16.7	-3.9	-13.5	1.0
CC(NCC(=O)Nc1cc(S(=O)(=O)N2CCCCCC2)ccc1Cl)c1ccccc1 (centres undefined)	-15.8	2.0	-2.6	5.4	0.4	16.7	1.5	-9.6	1.8	3.0	-4.8
COc1cccc(C(=O)COc2ccccc2-c2ccccc2)c1	-33.6	-0.2	-1.7	4.2	-5.5	-2.4	-1.4	-12.7	5.3	-0.6	-4.0
O=C(c1ccc(S(=O)(=O)N2CCCCCC2)cc1)N1CCN(Cc2ccccc2)CC1	-2.0	-3.1	1.6	-1.1	-1.2	2.2	0.1	-12.6	2.7	1.3	-6.0
Cc1ccc(Oc2cc(NC(=O)CCCn3nc([N+](=O)[O-])c(Cl)c3C)cc([N+](=O)[O-])c2)cc1	-9.0	1.5	0.4	2.2	-2.1	-3.9	-5.9	-7.6	-0.3	5.5	-0.7
CC1(C)Cc2c(c(N3CCOCC3)nc3sc(C(N)=O)c(N)c23)CO1	10.2	-0.8	-0.4	0.4	-1.2	0.4	-7.2	-11.4	1.5	4.5	-2.2
COc1ccc(/C=C2\SC(=O)N(CCCC(=O)Nc3ccc(C(=O)O)cc3)C2=O)cc1OC	9.2	-2.5	1.2	-0.8	0.8	0.6	-7.9	-7.5	1.5	-6.1	-2.9
O=c1c2[nH]c3ccc(F)cc3c2ncn1Cc1ccncc1	1.0	2.2	5.4	-11.3	/	-26.1	-8.1	8.8	-3.7	-0.4	-2.3
CNC(=O)C1CC(=O)N(CCc2ccc(OC)c(OC)c2)C(=Nc2ccc(F)cc2)S1 (centres undefined)	14.8	-0.1	0.0	-3.6	-3.1	-10.7	-8.6	-11.1	-0.2	5.7	-0.8
CCOc1ccc(CN2CCN(Cc3ccc4cc(F)ccc4n3)CC2CCO)cc1 (centres undefined)	1.0	-0.6	1.0	-2.8	-1.0	5.9	-10.3	5.0	4.7	10.4	-4.9
CCOC(=O)C1CC(c2ccc(Cl)cc2)=NNC1=O (centres undefined)	8.8	-0.6	1.1	1.2	-0.8	-16.0	4.4	-8.3	4.8	/	-1.0
O=C(CN(C1CCCCC1)S(=O)(=O)c1ccc(F)cc1)NCC1CCCO1 (centres undefined)	-10.8	-0.9	-0.7	-25.1	-1.5	/	-15.4	-13.4	14.0	7.3	-1.1
COc1ccccc1CNC(=O)C1CCN(C(=O)NC2CCCCC2)CC1	-5.3	-2.0	-0.1	-0.8	-1.8	i	-2.6	-12.8	0.6	7.0	-7.2
O=C(NCc1nnnn1-c1ccc(F)cc1)C1CC(=O)N(c2ccc(F)cc2)C1 (centres undefined)	-26.9	-0.3	0.9	-14.4	-4.9	44.5	3.4	-13.4	-1.6	-5.9	-3.2
CCCC1(C(=O)O)NC(c2ccccc2O)C2C(=O)N(Cc3ccccc3)C(=O)C21 (centres undefined)	-5.8	1.4	0.2	-6.6	/	-18.6	-1.0	-11.6	-1.1	2.0	3.7
O=C(CN1C(=O)NC(CCc2ccccc2)C1=O)Nc1ccc(F)c(F)c1F (centres undefined)	4.2	1.1	1.1	-3.1	-1.6	28.5	5.4	6.8	-3.1	-3.0	-1.5
O=C(CSc1c2c(nc3ccccc13)CCCC2)NCc1ccco1	-29.5	0.4	0.8	0.0	-0.6	345.3	-6.9	-6.1	3.7	-9.2	-39.0
O=C(O)CS(=O)CC(=O)NCc1cccc(C(F)(F)F)c1 (centres undefined)	9.3	0.0	-1.8	-7.3	-0.7	11.1	-2.8	-15.1	2.5	-3.9	-4.4
Cc1cnc(NC(=O)Cc2ccc(Br)cc2)s1	-9.7	0.2	2.0	-11.6	1.9	24.6	-0.7	1.4	6.1	-0.5	2.6
NC(=O)CC(NC(=O)Cc1ccc(Cl)cc1)c1ccc(NCc2ccccc2)c([N+](=O)[O-])c1 (centres undefined)	5.2	1.0	0.3	-5.2	/	-12.6	5.4	-12.4	-8.5	5.3	-4.1

Structures listed so far containing a CF3 group:
SMILES	PfHsp90 yeast 2	CDK5 inh	LANA DNA inh	Cardiac RTF inh	NSD2 HMT inh	SUMO Mot1 rescue	dFosB activator	PvdQ acylase	cardiac RTF act	Rtt109 HAT inh	Keap1 Nrf2 FP
O=S(=O)(c1ccc(C(F)(F)F)cc1)N1CCN(CCOc2ccccc2)CC1	/	-5.9	0.2	0.7	-3.0	/	-14.7	-7.3	5.7	-28.8	-5.6
O=C(O)CS(=O)CC(=O)NCc1cccc(C(F)(F)F)c1 (centres undefined)	9.3	0.0	-1.8	-7.3	-0.7	11.1	-2.8	-15.1	2.5	-3.9	-4.4
